Ecoli viability: E. coli V3065 growth inhibition, primary screen, counter-screen for AddAB inhibitor project, absorbance, OD600; 18 h; inhibition, % at 11.9 µM; 330,000 tested, 0.27% active; AID 449728, 2010;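 active means inhibition above the campaign's mean inhibition across all tested compounds plus 3 SD, cut at about 9.9% in these data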;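 further: uninfected addAB+ strain grown without phage in ampicillin broth; 0% = DMSO wells and 100% = ciprofloxacin 0.95 µg/ml wells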
DSG3 Ab inh: inhibitors of pemphigus antibody binding to DSG3, primary screen, biochemical, bead-based, flow cytometry, scFv-GFP; Desmoglein-3 (Homo sapiens), P32926; AID 588358, 2011; DSG3-coupled beads, scFv-anti-DSG3-GFP binding; stronger effect = lower value; binding (percent of control), % at 10 µM; 310,000 tested, 0.48% active;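 active means binding more than 3 SD below its plate's average and above zero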;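 further: hits lower antibody fragment binding to DSG3; some compounds called inactive have numbers as strong as hits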
HTR5A ag: HTR5A agonists in luminescence cell assay, primary screen, counter-screen for OPRM1-OPRD1 heterodimer agonist project, full-deck HTS; 5-hydroxytryptamine receptor 5A (Homo sapiens), P47898; cell-based; activation, % at 9.3 µM; 340,000 tested, 0.61% active; in the data active means activation mostly above about 9.5%, no sharp cut-off; inactive means mostly below about 7.6%;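 further: 0% = cells with vehicle only and 100% = reference agonist; strong numbers were not always called active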
OPRM1-OPRD1 ag: agonists of OPRM1-OPRD1 heterodimerization, primary screen, cell-based, luminescence | Mu-type opioid receptor (Homo sapiens) + Delta-type opioid receptor (Homo sapiens), … | cells | activation, % at 9.3 µM | 340,000 tested, 0.3% active; in the data active means activation above about 18%;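 further: 0% = vehicle-treated cells and 100% = reference agonist; values of inactives mirror those of a sister screen read the other way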
Target sequence (P35372 whole entry, looked up): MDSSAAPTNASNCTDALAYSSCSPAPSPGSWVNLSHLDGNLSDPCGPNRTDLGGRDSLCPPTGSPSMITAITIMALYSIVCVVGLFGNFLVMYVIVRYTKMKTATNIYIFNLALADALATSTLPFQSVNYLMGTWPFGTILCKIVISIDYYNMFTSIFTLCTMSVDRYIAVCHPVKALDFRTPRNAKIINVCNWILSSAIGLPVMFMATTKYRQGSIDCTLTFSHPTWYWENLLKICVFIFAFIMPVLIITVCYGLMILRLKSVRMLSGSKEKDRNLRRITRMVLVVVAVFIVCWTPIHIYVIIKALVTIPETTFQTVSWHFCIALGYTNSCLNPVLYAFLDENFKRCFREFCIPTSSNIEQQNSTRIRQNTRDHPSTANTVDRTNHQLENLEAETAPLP
Target sequence (P41143 whole entry, looked up): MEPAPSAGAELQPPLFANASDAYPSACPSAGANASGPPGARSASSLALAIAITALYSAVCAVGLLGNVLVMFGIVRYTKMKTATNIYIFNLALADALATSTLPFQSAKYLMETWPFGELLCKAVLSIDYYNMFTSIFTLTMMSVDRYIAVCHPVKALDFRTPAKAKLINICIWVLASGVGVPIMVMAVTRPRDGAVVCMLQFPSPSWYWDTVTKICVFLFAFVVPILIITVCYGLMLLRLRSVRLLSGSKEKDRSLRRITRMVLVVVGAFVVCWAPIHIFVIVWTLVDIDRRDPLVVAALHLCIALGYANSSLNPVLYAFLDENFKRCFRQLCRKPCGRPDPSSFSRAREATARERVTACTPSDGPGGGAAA
HTR5A inv ag: HTR5A inverse agonists in luminescence cell assay, primary screen, counter-screen for OPRM1-OPRD1 heterodimer inverse agonist project, full-deck HTS. inhibition, % at 9.3 µM. 340,000 tested, 0.083% active. AID 504634, 2011. HTR5A cell line, inverse agonism; in the data active means inhibition mostly above about 23%, no sharp cut-off; inactive means mostly below about 18%;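 further: 0% = cells with DMSO and 100% = no-cell wells with DMSO; some compounds called inactive have numbers as strong as hits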
Mot1-301 SUMO: yeast Mot1-301 growth rescue at high temperature, primary screen, SUMOylation pathway inhibitor project, S. cerevisiae, ATP luminescence, 38.5C; S. cerevisiae Mot1-301 growth rescue; percent above DMSO median, 100 means doubled; growth rescue, % at 18.8 µM; 320,000 tested, 1% active; AID 2716, 2010;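 active means every valid replicate shows activation above 250% relative to neutral control wells; inactive means the rest, any valid replicate at or below 250%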;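 further: OY570 slx delta 5 strain wells were the positive control but not used for scaling; some compounds called inactive have numbers as strong as hits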
OPRM1-OPRD1 inv: inverse agonists of MOR-DOR heterodimerization, primary screen, cell-based, luminescence | cell-based MOR-DOR heterodimer luminescence, inverse agonism | inhibition, % at 9.3 µM | 340,000 tested, 0.21% active | AID 504357, 2011; in the data active means inhibition above about 22%, passing the limit was not always enough;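 further: 0% = cells with DMSO and 100% = wells without cells with DMSO; values of inactives mirror those of a sister screen read the other way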
PfHsp90 set2: growth inhibition of PfHsp90-expressing yeast, primary screen, antimalarial PfHsp90 inhibitor project, S. cerevisiae, BacTiter-Glo luminescence, single point, set 2; BacTiter-Glo ATP, 48 h; yeast lacking PDR1 and PDR3 efflux regulators; inhibition, % at 9.4 µM; 310,000 tested, 0.32% active; AID 504621, 2011;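 active means every replicate shows inhibition above about 80%, whatever the replicate mean, limit read from the data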;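 further: 0% = DMSO neutral controls and 100% = 20 µM radicicol positive controls; yeast relying on Plasmodium falciparum Hsp90 in place of its own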
AddAB inh: growth inhibition of E. coli expressing H. pylori AddAB, primary screen, AddAB inhibitor project, absorbance; 330,000 tested, 0.29% active; inhibition, % at 11.9 µM; in the data active means inhibition above about 12%;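 further: 0% = vehicle wells of infected cells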
PKA-R1A act: activators of PKA-R1A holoenzyme, primary screen, biochemical, fluorescence polarization, Cy5-IP20, bovine R1A, mouse PKAc | cAMP-dependent protein kinase type I-alpha regulatory subunit (Bos taurus) + … | 340,000 tested, 0.083% active | activation, % at 11.4 µM | PKA-R1A dissociation; scaled: DMSO 0%, 113 µM cGMP 100%;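 active means percent activation above the mean of all tested compounds plus 3 SD, cut at about 19% in these data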;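 further: higher means more PKAc released from R1A so a rise in polarization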
phage Ecoli inh: growth loss of phage-infected E. coli, primary screen, RecBCD inhibitor project, absorbance, with phage, HTS | inhibition, % at 11.9 µM | 360,000 tested, 0.26% active; in the data active means inhibition above about 11%
The depositor's hits bear a star. Not a hit list; overall some 3.2% were active at least once.

For CCc1ccc(C2C(C#N)=C(N)N(N3CCOCC3)C3=C2C(=O)CC(C)(C)C3)s1 (configuration not stated) the results were Ecoli viability 2.3, DSG3 Ab inh 102, HTR5A ag -16, OPRM1-OPRD1 ag -2.4, HTR5A inv ag -8, Mot1-301 SUMO -21, OPRM1-OPRD1 inv 12, PfHsp90 set2 6, AddAB inh 3.3, PKA-R1A act -1 and phage Ecoli inh 3.2.
`CC1(C)C(C=C(Cl)Cl)C1C(=O)N/N=C/c1ccccc1F` (configuration not stated) gave Ecoli viability 0.8, DSG3 Ab inh 124, HTR5A ag 0, OPRM1-OPRD1 ag 9.7, HTR5A inv ag 0, Mot1-301 SUMO 14, OPRM1-OPRD1 inv -47, PfHsp90 set2 -7, AddAB inh 1.0, PKA-R1A act -4 and phage Ecoli inh 2.6.
`COc1cc(C(=O)OCC(=O)NCCCc2ccccc2)ccc1OCC(C)C` gave Ecoli viability -0.8, HTR5A ag -1, OPRM1-OPRD1 ag 3.1, HTR5A inv ag 2, Mot1-301 SUMO -13, OPRM1-OPRD1 inv -17, PfHsp90 set2 2, AddAB inh 0.9, PKA-R1A act -8 and phage Ecoli inh -1.9.
`O=C(CSc1ccccc1[N+](=O)[O-])NC1CCS(=O)(=O)C1` (configuration not stated) gave Ecoli viability -0.2, HTR5A ag -3, OPRM1-OPRD1 ag -3.0, HTR5A inv ag -1, Mot1-301 SUMO -21, OPRM1-OPRD1 inv 15, PfHsp90 set2 -24, AddAB inh -0.6, PKA-R1A act 2 and phage Ecoli inh 0.5.
For O=S(=O)(c1ccc(F)cc1)n1ccc(-c2cccc(OCc3c(F)cccc3Cl)c2)n1 the results were Ecoli viability 2.2, DSG3 Ab inh 101, HTR5A ag -3, OPRM1-OPRD1 ag -0.8, HTR5A inv ag 3, OPRM1-OPRD1 inv 5, AddAB inh 4.0, PKA-R1A act -1 and phage Ecoli inh 2.2.
Clc1ccc(-c2cc(-c3ccccn3)on2)c(Cl)c1 was read as Ecoli viability -1.1, DSG3 Ab inh 103, HTR5A ag 3, OPRM1-OPRD1 ag -0.7, HTR5A inv ag -19, Mot1-301 SUMO 509, OPRM1-OPRD1 inv 4, PfHsp90 set2 10, AddAB inh 3.1, PKA-R1A act -4 and phage Ecoli inh 2.2.
Screening Cc1csc(N/N=C/c2ccc(O)c([N+](=O)[O-])c2)n1 returned Ecoli viability -1.6, DSG3 Ab inh 104, HTR5A ag -4, OPRM1-OPRD1 ag -3.6, HTR5A inv ag -3, Mot1-301 SUMO 7, OPRM1-OPRD1 inv 17, AddAB inh 0.2, PKA-R1A act -5 and phage Ecoli inh 0.5.
Screening O=C(N/N=C/c1c[nH]c2ccccc12)c1sc2ccccc2c1Cl returned Ecoli viability 0.6, DSG3 Ab inh 108, HTR5A ag 3, OPRM1-OPRD1 ag -0.9, HTR5A inv ag -6, Mot1-301 SUMO -13, OPRM1-OPRD1 inv 5, AddAB inh 0.3, PKA-R1A act -11 and phage Ecoli inh 1.2.
For CC1=C(C(N)=O)C(c2cccnc2)n2nc(-c3cccc(Cl)c3)nc2N1 (configuration not stated) the results were Ecoli viability -2.5, DSG3 Ab inh 104, HTR5A ag 6, OPRM1-OPRD1 ag -1.1, HTR5A inv ag -16, OPRM1-OPRD1 inv 6, AddAB inh 0.8, PKA-R1A act -7 and phage Ecoli inh 2.7.
For COc1ccc(NC(=O)C2CCCN(c3cc(C)nc4ncnn34)C2)cc1 (configuration not stated) the results were Ecoli viability -1.9, HTR5A ag 1, OPRM1-OPRD1 ag -0.8, HTR5A inv ag -2, Mot1-301 SUMO 6, OPRM1-OPRD1 inv 3, PfHsp90 set2 1, AddAB inh -1.8, PKA-R1A act -2 and phage Ecoli inh 0.5.
Screening CS/C(=N\S(=O)(=O)c1cccs1)Nc1cccc(Cl)c1C returned Ecoli viability -0.2, DSG3 Ab inh 99, HTR5A ag 3, OPRM1-OPRD1 ag 1.2, HTR5A inv ag 5, Mot1-301 SUMO -29, OPRM1-OPRD1 inv -7, PfHsp90 set2 -10, AddAB inh 0.4, PKA-R1A act 7 and phage Ecoli inh 2.4.
CC(C)CC(OC(=O)c1cccs1)C(=O)NCC1CCCO1 (configuration not stated) was read as Ecoli viability -3.8, DSG3 Ab inh 106, HTR5A ag 3, OPRM1-OPRD1 ag 0.5, HTR5A inv ag -13, Mot1-301 SUMO -39, OPRM1-OPRD1 inv -3, AddAB inh 2.8, PKA-R1A act -7 and phage Ecoli inh 0.9.
CCOC(=O)c1cccc(NC(=O)c2cc(C)nn2-c2ccccc2)c1 was read as Ecoli viability -0.9, DSG3 Ab inh 96, HTR5A ag 0, OPRM1-OPRD1 ag -2.0, HTR5A inv ag 1, Mot1-301 SUMO -20, OPRM1-OPRD1 inv 9, PfHsp90 set2 10, AddAB inh 0.4, PKA-R1A act 2 and phage Ecoli inh 1.0.
`CC1CN(CCCCOc2ccc(C(C)C)cc2)CC(C)O1` (configuration not stated) gave Ecoli viability -1.6, DSG3 Ab inh 114, HTR5A ag 5, OPRM1-OPRD1 ag 3.0, HTR5A inv ag -14, Mot1-301 SUMO 123, OPRM1-OPRD1 inv -17, AddAB inh 0.8, PKA-R1A act 6 and phage Ecoli inh 0.5.
`CCOc1ccc(S(=O)(=O)N2CCCC(C(=O)NCc3ccncc3)C2)cc1` (configuration not stated) gave Ecoli viability -1.8, DSG3 Ab inh 106, HTR5A ag 0, OPRM1-OPRD1 ag -1.1, HTR5A inv ag 4, Mot1-301 SUMO 1, OPRM1-OPRD1 inv 4, PfHsp90 set2 -23, AddAB inh 0.1, PKA-R1A act -1 and phage Ecoli inh -0.1.
CC1(C)CC(=O)C2=C(C1)N(C1CCCCC1)C(=O)C2(O)C(F)(F)F (configuration not stated) was read as Ecoli viability -1.1, DSG3 Ab inh 101, HTR5A ag 1, OPRM1-OPRD1 ag -2.1, HTR5A inv ag -3, Mot1-301 SUMO 14, OPRM1-OPRD1 inv 9, PfHsp90 set2 15, AddAB inh 0.1, PKA-R1A act 5 and phage Ecoli inh 3.0.
Screening Cc1ccccc1CNC(=O)c1ccccc1N returned Ecoli viability -0.1, DSG3 Ab inh 109, HTR5A ag 2, OPRM1-OPRD1 ag 0.1, HTR5A inv ag 12, OPRM1-OPRD1 inv -1, PfHsp90 set2 7, AddAB inh -2.7, PKA-R1A act -3 and phage Ecoli inh 1.0.
`COc1ccc(S(=O)(=O)N2CCN(C(=O)Cc3ccsc3)CC2)cc1` gave DSG3 Ab inh -10, HTR5A ag -8, OPRM1-OPRD1 ag 0.9, HTR5A inv ag 20, OPRM1-OPRD1 inv -6, PfHsp90 set2 0, PKA-R1A act 6 and phage Ecoli inh 1.8.
For Cc1ccc(NC(=O)C2CCN(C(=O)NC3CCCCC3)CC2)cc1 the results were Ecoli viability 0.2, DSG3 Ab inh 112, HTR5A ag -2, OPRM1-OPRD1 ag -0.1, HTR5A inv ag 4, Mot1-301 SUMO -7, OPRM1-OPRD1 inv 0, PfHsp90 set2 13, AddAB inh 1.8, PKA-R1A act 4 and phage Ecoli inh 2.2.
Screening C/C(=C\c1cc(C(=O)O)c(C)o1)CO returned Ecoli viability 0.4, DSG3 Ab inh 115, HTR5A ag 3, OPRM1-OPRD1 ag 2.9, HTR5A inv ag 14, Mot1-301 SUMO 2, OPRM1-OPRD1 inv -16, PfHsp90 set2 -4, AddAB inh 1.5, PKA-R1A act 5 and phage Ecoli inh 0.8.
For CC(=O)NCc1ccc(S(=O)(=O)N2CCCN(C)CC2)cc1 the results were Ecoli viability -0.6, DSG3 Ab inh 101, HTR5A ag -3, OPRM1-OPRD1 ag -4.5, HTR5A inv ag 10, Mot1-301 SUMO -15, OPRM1-OPRD1 inv 20, PfHsp90 set2 10, AddAB inh 2.1, PKA-R1A act -7 and phage Ecoli inh 2.1.
Screening Cc1cc(C)cc(NC(=S)Nc2ccc(Cl)c(Cl)c2)c1 returned Ecoli viability 0.8, DSG3 Ab inh 106, HTR5A ag 2, OPRM1-OPRD1 ag 2.4, HTR5A inv ag -6, Mot1-301 SUMO 19, OPRM1-OPRD1 inv -14, PfHsp90 set2 11, AddAB inh 4.4, PKA-R1A act -11 and phage Ecoli inh 5.1.
For O=C(/C=C/c1ccco1)NCc1ccco1 the results were Ecoli viability 1.1, DSG3 Ab inh 80*, Mot1-301 SUMO -7, PfHsp90 set2 11, AddAB inh 2.0 and phage Ecoli inh 5.0.
Screening O=C(NCCCN1CCOCC1)c1ccc(CS(=O)(=O)Cc2ccc(Cl)cc2)o1 returned Ecoli viability 1.3, DSG3 Ab inh 99, HTR5A ag 2, OPRM1-OPRD1 ag -1.3, HTR5A inv ag 5, Mot1-301 SUMO -22, OPRM1-OPRD1 inv 7, PfHsp90 set2 0, AddAB inh 2.3, PKA-R1A act -3 and phage Ecoli inh 0.4.
Screening COc1ccc(S(=O)(=O)N2CCC3(CC2)OCCN3S(=O)(=O)c2ccc(OC)cc2)cc1 returned Ecoli viability 1.5, DSG3 Ab inh 112, HTR5A ag 5, OPRM1-OPRD1 ag 1.7, HTR5A inv ag 1, Mot1-301 SUMO 194, OPRM1-OPRD1 inv -11, AddAB inh -4.3, PKA-R1A act -2 and phage Ecoli inh 1.6.
`CC1=CCC2C(=O)N(c3cccc(C(=O)N(C)C4CCCCC4)c3)C(=O)C2C1` (configuration not stated) gave Ecoli viability -1.0, DSG3 Ab inh 101, HTR5A ag -2, OPRM1-OPRD1 ag 0.7, HTR5A inv ag 10, Mot1-301 SUMO 4, OPRM1-OPRD1 inv -4, PfHsp90 set2 0, AddAB inh 2.2, PKA-R1A act 2 and phage Ecoli inh 2.7.
N#CCC(=O)N/N=C/c1ccc(SCC(=O)Nc2ccccc2)o1 was read as Ecoli viability 0.1, DSG3 Ab inh 102, HTR5A ag -7, OPRM1-OPRD1 ag -1.7, HTR5A inv ag 19, Mot1-301 SUMO 11, OPRM1-OPRD1 inv 8, PfHsp90 set2 -22, AddAB inh -1.9, PKA-R1A act 6 and phage Ecoli inh 2.8.

Screening data as filed in PubChem.
